Screens (PubChem BioAssay)
ADAM10 inh = ADAM10 inhibition, QFRET primary screen | inhibition, % at 7 µM | O14672 | recombinant ADAM10, EDANS/DABCYL FRET peptide cleavage, 3 h | 0.62% of 370,000 active | AID 720582;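 active = inhibition above a per-campaign cutoff equal to the mean of compounds falling between control-based bounds plus 3 SD, cut at about 20% in these data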;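 note: 0% = DMSO wells while the 100% control is not disclosed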
hcDAF12 agonist = H. contortus DAF-12 activation, primary screen. HEK293 hcDAF-12 lit1-tk-luc reporter, luminescence; 0% DMSO, 100% Δ7-dafachronic acid. 1.4% of 370,000 active. activation, % at 6.8 µM. AID 652067;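 active = activation above the mean of all tested compounds plus 3 SD, cut at about 5.5% in these data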;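 note: 100% = response to 3 µM Δ7-dafachronic acid high control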
PLCb3 inh = PLC-beta3 (human) inhibition, primary screen; inhibition, % at 12.2 µM; 0.18% of 370,000 active; Q01970; Purified PLC-beta3, fluorogenic substrate, fluorescence; in the data active = inhibition above about 11%;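 note: 0% = median of compound wells on plate and 100% = full blocker control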
Target sequence (Q01970 whole entry, looked up): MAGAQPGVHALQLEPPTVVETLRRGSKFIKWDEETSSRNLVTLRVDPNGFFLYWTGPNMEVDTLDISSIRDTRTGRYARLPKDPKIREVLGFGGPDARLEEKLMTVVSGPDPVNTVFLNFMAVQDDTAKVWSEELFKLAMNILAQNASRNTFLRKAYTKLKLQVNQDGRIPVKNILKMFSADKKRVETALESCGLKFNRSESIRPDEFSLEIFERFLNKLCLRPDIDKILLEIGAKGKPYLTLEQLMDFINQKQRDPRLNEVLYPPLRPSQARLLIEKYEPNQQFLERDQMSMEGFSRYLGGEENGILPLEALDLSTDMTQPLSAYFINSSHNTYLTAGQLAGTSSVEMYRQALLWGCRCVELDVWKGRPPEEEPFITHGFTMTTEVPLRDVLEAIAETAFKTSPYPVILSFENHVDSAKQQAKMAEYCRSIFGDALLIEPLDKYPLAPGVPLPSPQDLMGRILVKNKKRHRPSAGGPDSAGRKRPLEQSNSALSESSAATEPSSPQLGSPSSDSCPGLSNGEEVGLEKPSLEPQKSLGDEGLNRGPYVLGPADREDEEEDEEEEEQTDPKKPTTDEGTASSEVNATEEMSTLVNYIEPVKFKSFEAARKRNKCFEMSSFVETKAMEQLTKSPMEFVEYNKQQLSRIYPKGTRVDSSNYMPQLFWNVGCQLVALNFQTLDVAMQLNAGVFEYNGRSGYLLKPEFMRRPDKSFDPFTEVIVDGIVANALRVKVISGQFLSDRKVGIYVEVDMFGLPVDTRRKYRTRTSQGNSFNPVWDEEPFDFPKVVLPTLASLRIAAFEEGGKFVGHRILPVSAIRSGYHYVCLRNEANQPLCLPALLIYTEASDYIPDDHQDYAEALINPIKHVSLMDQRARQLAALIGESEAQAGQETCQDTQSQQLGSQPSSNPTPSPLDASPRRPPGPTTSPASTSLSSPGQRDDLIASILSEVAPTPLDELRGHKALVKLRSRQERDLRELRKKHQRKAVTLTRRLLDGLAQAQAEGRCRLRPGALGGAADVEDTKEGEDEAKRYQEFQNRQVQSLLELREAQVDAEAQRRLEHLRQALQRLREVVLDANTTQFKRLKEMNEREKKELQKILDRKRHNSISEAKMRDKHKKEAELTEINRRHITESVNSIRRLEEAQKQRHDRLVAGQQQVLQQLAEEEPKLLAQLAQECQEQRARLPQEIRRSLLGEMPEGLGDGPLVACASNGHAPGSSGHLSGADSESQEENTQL
FXN GAA850 act = increases GAA850 frataxin promoter reporter activity | HEK293 lucGAA850 FXN promoter luciferase reporter, 24 h; percent of 10 µM SAHA response | activation, % at 6 µM | 0.56% of 360,000 active | AID 540364;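 active = activation above the average of all compounds screened plus 3 SD, cutoff fixed separately per campaign, cut at about 7.5% in these data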;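 note: 0% = DMSO wells and 100% = 10 µM SAHA wells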
DAX1 inh-1 = NR0B1 (DAX1) inhibition; HEK293 Gal4-DAX1 luciferase reporter, luminescence; 0.99% of 340,000 active; P51843; AID 504766; inhibition, % at 6.75 µM;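 active = inhibition above the mean over all tested compounds plus 3 SD, cut at about 4.2% in these data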;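 note: 0% = DAX1-transfected cells with DMSO and 100% = empty-vector control cells with DMSO; inhibition shows as a rise in luminescence from relieved DAX1 repression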
PLCg1 inh = blocks human PLC-gamma1 enzyme activity | P19174 | purified PLC-gamma1, fluorogenic substrate, fluorescence | 0.84% of 370,000 active | inhibition, % at 12.2 µM; in the data active = inhibition above about 9.5%
hgDAF12 agonist = agonists of H. glycines DAF-12 nuclear receptor; AID 687014; 1.8% of 370,000 active; activation, % at 6.8 µM; HEK293 GAL4-hgDAF12 UAS-luciferase reporter, agonist luminescence; normalized to butyrate control;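 active = activation above a cutoff set at the mean of all screened compounds plus 3 SD, cut at about 10% in these data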;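 note: 0% = DMSO wells and 100% = sodium butyrate wells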
ssDAF12 agonist = activators of S. stercoralis DAF-12 nuclear receptor. activation, % at 6.8 µM. 1% of 370,000 active. AID 652126. HEK293 ssDAF-12/GRIP1 lit1-tk-luc reporter, luminescence; % of 3 µM dafachronic acid response;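 active = activation above the mean over all tested compounds plus 3 SD, cut at about 0.9% in these data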;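 note: 0% = DMSO-only wells and 100% = 3 µM delta7-dafachronic acid wells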
HGIII-sPLA2 inh = Inhibits HGIII-sPLA2 liposome hydrolysis, primary screen | 0.56% of 370,000 active | inhibition, % at 12.2 µM | QFRET BODIPY PC-A2 liposome hydrolysis, fluorescence | Q9NZ20;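 active = inhibition above mean plus 3 SD of compounds lying within the high and low control bounds, cut at about 19% in these data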;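 note: 0% = median of test compound wells and 100% = no enzyme DMSO wells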
DAX1 inh-2 = DAX1 (NR0B1) inhibition, primary screen; HEK293T StAR-luciferase reporter, SF-1/DAX-1 repression relief; inhibition, % at 6.8 µM; 1.1% of 370,000 active; AID 652010;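 active = inhibition above the mean over all tested compounds plus 3 SD, cut at about 3.6% in these data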;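 note: 0% = DAX-1 cells with DMSO and 100% = cells lacking DAX-1 with DMSO; higher inhibition means more luminescence from relief of DAX-1 repression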
ADAM17 inh = ADAM17 inhibition, QFRET primary screen. 0.83% of 370,000 active. recombinant ADAM17, EDANS/DABCYL FRET peptide cleavage. inhibition, % at 6.95 µM. AID 720648;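 active = inhibition above the mean of compounds lying between control limits plus 3 SD, set per campaign, cut at about 8.5% in these data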;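 note: 0% = DMSO-only wells as the low control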
* = called active by the depositor; / = no result given. Outcome played no part in choosing rows (roughly 6.9% active in at least one column).

molecule | ADAM10 inh | hcDAF12 agonist | PLCb3 inh | FXN GAA850 act | DAX1 inh-1 | PLCg1 inh | hgDAF12 agonist | ssDAF12 agonist | HGIII-sPLA2 inh | DAX1 inh-2 | ADAM17 inh
NC(=O)c1ccc(NC(=O)CN2CCN(c3ccccc3)CC2)cc1 | -9 | -0.9 | -10 | 0.6 | -0.3 | -2 | -2.8 | -0.9 | 16 | -0.5 | -4
COC(=O)C1=C(N)Oc2cc(C)n(CCc3ccccc3)c(=O)c2C1c1cccnc1 (stereo not given) | 0 | -1.2 | 0 | -0.2 | -0.3 | -1 | 1.4 | -1.4 | 4 | -0.1 | -5
COc1ccc2nc(C)cc(N3CCC(C(N)=O)CC3)c2c1 | 2 | -0.2 | -5 | -2.2 | 0.3 | 0 | 1.7 | -1.9 | 0 | -0.4 | 0
COC(=O)CC#C[C@H](C)[C@@H](NS(=O)(=O)c1ccc(C)cc1)C1CCCCC1 | 1 | -1.7 | 1 | / | / | -1 | -0.5 | -1.0 | -20 | 0.0 | -2
CN1C(=O)CC(P(=O)(c2ccccc2)c2ccccc2)N(C)C1=O (stereo not given) | 5 | 0.0 | 3 | 0.5 | 0.0 | 0 | -0.9 | -0.6 | -1 | -0.3 | -3
O=C(Nc1ccc(Cl)c(C(F)(F)F)c1)C(=O)N1CCCCC1 | 0 | 0.0 | 2 | 4.0 | 1.2 | -2 | 2.6 | -1.2 | 11 | 0.5 | -1
COc1ccc(OC)c(Nc2cc(-c3ccccc3)nc(N)n2)c1 | -1 | -0.4 | -44 | / | / | -37 | -3.6 | -0.7 | -18 | -1.6 | 0
COc1cccc(-c2nnc(-c3ccco3)o2)c1 | -55 | 5.5 | 0 | 2.2 | -0.3 | -1 | 12* | -0.9 | -7 | 3.5 | -16
Cc1cc(C)cc(NC(=O)N2CCc3ccccc3C2)c1 | -6 | 1.3 | 0 | 1.4 | 0.8 | 4 | 4.7 | -0.2 | -6 | 2.3 | -2
CCc1cc(C(=O)Cc2ccccn2)c(O)cc1O | -34 | 2.7 | -25 | -1.1 | -0.8 | -18 | -0.5 | -0.7 | -15 | 0.4 | -11
c1ccc(-c2nn3nnnc3c3ccccc23)cc1 | -11 | -1.8 | -1 | 7.4 | 1.0 | 0 | -2.2 | -1.0 | -4 | -0.5 | -2
CCOc1ccc(/C=C/C(=O)Nc2ccc(C(N)=O)cc2)cc1OC | -57 | 0.5 | -34 | 1.0 | -0.9 | -48 | -2.0 | -1.5 | 6 | -0.7 | -19
O=S(=O)(c1ccc(Oc2ccccc2)cc1)N1CCOCC1 | -51 | -1.5 | -5 | 4.1 | 1.8 | -6 | -3.7 | -1.8 | -8 | -0.8 | -19
CCN(CC)C(=O)CSc1nnc(-c2cccs2)o1 | -3 | -1.6 | 1 | / | / | -2 | 6.3 | -0.5 | -1 | 1.9 | 0
COc1ccc(S(=O)(=O)Nc2cc(C)c(O)cc2C(C)C)cc1 | 11 | -1.9 | 4 | 1.6 | -1.5 | 0 | -1.8 | -1.5 | -22 | -1.3 | 4
O=c1[nH]c(=O)n(Cc2ccco2)c2c1C(C(F)(F)F)(C(F)(F)F)N=C(Cc1ccccc1)N2 | 1 | -1.5 | -8 | -3.8 | 0.9 | -6 | -4.9 | -1.4 | -40 | -1.3 | -2
CCOC(=O)c1ccc(NC(=O)C2CC3CCC2C3)cc1 (stereo not given) | 7 | 6.5* | -3 | 7.1 | / | -1 | 14* | 0.1 | -2 | 3.0 | 1
COc1ccccc1-c1cc(C(=O)NC(C)c2ccccc2)no1 (stereo not given) | 5 | -1.3 | -4 | 1.2 | -0.3 | -4 | -1.2 | -1.4 | 0 | -0.2 | 1
CCCCn1c(N)c(N(CC)C(=O)COc2ccc(C#N)cc2)c(=O)[nH]c1=O | -5 | -0.4 | 3 | 1.3 | 0.6 | 7 | -0.6 | 1.3* | -2 | 0.1 | 3
Cc1ccc(OCc2cc(C(=O)N3CCc4sccc4C3)no2)cc1C | 2 | -1.5 | -12 | -0.2 | 0.3 | -3 | 2.7 | -0.7 | -12 | -0.5 | 5
CCCCn1c(N)c(N(CCOC)C(=O)CN2c3ccccc3CC2C)c(=O)[nH]c1=O (stereo not given) | -20 | -1.2 | -7 | 0.1 | -1.6 | -2 | 1.4 | -1.4 | -6 | 0.8 | -5
COc1ccccc1NC(=O)C1=C(C)NC(=O)NC1c1cccc(OC)c1OC (stereo not given) | -5 | -1.3 | -1 | 3.6 | 0.3 | 0 | 1.6 | -0.8 | 4 | 0.6 | -4
COc1cc(CN(C)c2ncnc3sccc23)ccc1OC(F)F | -3 | -4.4 | -19 | 3.7 | -1.2 | -6 | -3.1 | -1.4 | -4 | -1.1 | -1
CCOC(=O)C1=C(CC)Nc2ccccc2N=C1NC(=O)c1ccc(C)c(S(=O)(=O)N2CCOCC2)c1 | 10 | -1.5 | 2 | -1.4 | 0.3 | 0 | 3.0 | -0.7 | 1 | 3.5 | -1
COc1ccc(C(c2nnnn2C2CCCC2)N2CCC(C)CC2)c(OC)c1 (stereo not given) | 6 | -0.9 | 6 | 0.4 | 0.6 | 4 | -3.5 | -1.4 | 2 | -0.8 | 3
O=C(CN(Cc1ccccc1)S(=O)(=O)c1ccccc1)N/N=C/c1ccccc1[N+](=O)[O-] | 7 | -2.6 | 0 | 0.5 | -1.0 | 5 | -4.8 | -1.3 | -19 | -0.1 | 4
O=C(NCC1CCCO1)c1c(O)nc2sccn2c1=O (stereo not given) | -1 | -0.1 | -4 | 3.9 | 0.1 | 5 | 1.3 | -0.3 | 8 | 1.4 | -3
CCCn1c(N)c(C(=O)CSc2nnc3n2CCCCC3)c(=O)n(C)c1=O | -13 | 0.2 | -6 | 1.5 | 1.7 | 5 | -1.4 | -0.9 | 16 | -1.4 | -4
CCN1C(=O)[C@H]2[C@@H](c3ccc(-c4cccc(Cl)c4)c(OC)c3)N3CCC[C@@]3(C(=O)OC)[C@H]2C1=O | -71 | -3.0 | -143 | -1.6 | -0.7 | -86 | -0.3 | -1.8 | -30 | -1.5 | -20
Cc1ccc(-c2nnc(CSc3nc(C(C)C)nc4sc(C)c(C)c34)o2)cc1 | -9 | -0.3 | 3 | -3.0 | 0.5 | 0 | 0.9 | -1.4 | -2 | -0.1 | -2
O=C(N/N=C/C(Cl)=C/c1ccc([N+](=O)[O-])cc1)C(=O)Nc1cccc(C(=O)O)c1 | 12 | -1.5 | 6 | 2.2 | 0.9 | 13* | -1.1 | 0.3 | 10 | 0.6 | 5
Cc1cn(C(=O)c2cccc(Br)c2)c(C)n1 | -8 | 0.0 | -2 | 0.0 | 0.8 | -2 | -2.7 | -0.4 | 5 | -0.3 | -5
O=C(NNC(=O)c1ccc(Br)s1)c1cccc(Cl)c1 | -5 | 0.0 | -11 | 2.8 | 0.8 | -4 | 4.3 | -1.1 | -12 | 1.1 | -5
CCOc1ccc2nc(SCC#N)c(C#N)cc2c1 | 7 | -2.7 | -146 | 8.2* | -0.4 | -125 | -2.9 | -1.4 | -1 | -0.6 | -1
COC(=O)c1c(NC(=O)c2ccc(OC(C)C)cc2)sc2c1CC(C)(C)NC2(C)C | -51 | -0.4 | -187 | -2.4 | -0.2 | -147 | -0.2 | -0.9 | -2 | 0.6 | -12
COc1ccc(C2=NOC(C(=O)NCc3cccnc3)C2)cc1 (stereo not given) | 4 | -1.2 | -2 | -1.0 | -0.2 | 5 | 2.0 | -1.5 | 1 | -0.1 | 0
COc1ccccc1N1CCN(CC(O)COc2ccc(C)c(C)c2)CC1 (stereo not given) | 3 | -1.1 | 0 | 1.9 | -0.3 | 4 | -0.6 | -1.3 | -5 | -0.2 | -1
CC(C)C1CC(C(F)(F)F)n2nc(C(=O)O)cc2N1 (stereo not given) | 1 | 0.3 | 2 | 0.0 | -0.7 | 0 | 1.1 | -1.9 | 1 | 0.1 | -1
COc1cc(C(=O)NCC(=O)NCCN2C(=O)S/C(=C\c3ccc4c(c3)OCO4)C2=O)cc(OC)c1OC | -15 | -1.8 | -20 | -1.3 | -0.8 | -11 | -2.8 | -1.3 | 6 | -1.5 | -6
COc1ccc(-c2noc(CCC(=O)N3CCN(c4cccc(C)c4)CC3)n2)cc1 | -6 | -0.5 | 2 | 0.5 | 0.4 | 0 | -0.2 | -1.6 | -2 | -0.3 | -4
COc1cccc(CNC(=O)CCC2CCCN(C(=O)c3ccc(F)c(Cl)c3)C2)c1 (stereo not given) | 12 | -2.8 | -5 | -2.0 | -0.5 | 1 | -2.6 | -1.1 | 0 | -1.0 | 2
CC1CCN(C(=O)CCNC(=O)c2ccccc2Cl)CC1 | 2 | -0.3 | 0 | -1.1 | 0.5 | 1 | -0.9 | 0.1 | 4 | 3.1 | 5
Oc1ccccc1CN1CCN(C(c2ccccc2)c2ccccc2)CC1 | 16 | -2.5 | -5 | -0.1 | -1.7 | 2 | 1.5 | -1.1 | 3 | -0.1 | 3
Cc1ccccc1-c1nnc(-c2ccc(Br)cc2)o1 | -2 | 1.0 | 3 | 5.0 | -0.8 | 0 | 3.9 | -0.6 | 1 | 2.1 | -2
CCN(CC)C(=O)c1ccc(CS(=O)(=O)c2ccc(OC)cc2)o1 | -8 | 0.0 | -2 | -1.7 | 0.8 | 0 | -0.1 | -0.6 | 1 | -0.7 | -1
Cc1cc(Cl)ccc1C(=O)C1CCCN(C(=O)CCN2CCCO2)C1 (stereo not given) | -7 | -1.1 | -5 | 0.2 | -1.3 | 1 | -1.5 | -2.1 | 0 | -0.1 | -6
Cc1nn(CC(=O)Nc2nccs2)c(C)c1[N+](=O)[O-] | 4 | -2.1 | -9 | 2.3 | -0.2 | -3 | 0.8 | -1.8 | 1 | 0.8 | -1
CCCN(C(=O)/C=C/c1ccc(S(=O)(=O)N(CC)CC)cc1)C1CCS(=O)(=O)C1 (stereo not given) | -8 | -1.5 | -9 | -0.3 | -0.5 | 1 | 6.0 | -0.6 | 12 | -2.1 | -4
CCN(CC)S(=O)(=O)c1ccc(NC(=O)Cn2c(=O)sc3ccccc32)cc1 | 4 | -2.1 | 1 | -1.0 | -1.8 | 9 | -0.7 | -0.5 | -20 | -1.4 | 6
CCOc1ccc(C(=O)Nc2nc(C)c(C(=O)OC)s2)cc1 | -15 | 2.8 | -8 | 5.7 | / | 4 | 5.2 | 0.7 | 8 | 0.9 | -6
CC(C)C[C@H](NC(=O)N1CCn2c1nc1ccccc12)C(=O)N1CCCCC1 | -7 | -2.0 | -6 | -1.4 | -0.4 | 0 | -4.0 | -1.8 | -3 | -2.5 | -4
